High-throughput results deposited in PubChem BioAssay by National Center for Advancing Translational Sciences (NCATS).
ELG1 genotox: inducers of genotoxicity in HEK293T ELG1-luciferase cells. HEK293T ELG1-luciferase reporter, luminescence, 16 h. Potency, µM (doses to about 46 µM), for inactives: at the top dose activity change, positive = activation, hits mostly activators. AID 504466. 330,000 tested, 1.3% active; note: potency is the fitted concentration of half-maximal effect; % of control where 0% means no effect; nearly all actives have a fitted effect of over 60% in size
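Genotoxicity was scored as increased ELG1-luciferase reporter signal, measured by ONE-Glo luminescence (30 min, room temperature). Compound or vehicle exposure of the HEK293T reporter cells lasted 16 hr at 37°C.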
TSG101-PTAP inh: blocks PTAP/TSG101 interaction to inhibit HIV-1 budding. Q99816. Fluorescence polarization, FITC-PTAP peptide / Tsg101 binding. Potency, µM (doses to about 115 µM), inactives show at the top dose activity change, negative = inhibition, most hits filed as inhibitors. 340,000 tested, under 10 active. AID 493005; active = well fitted inhibition curve with a large enough effect in the main read-out, with a control signal flat, not every such curve was filed as active; inconclusive = small, poorly fitted or top-dose-only effect, or effect the other way, or a change in a side signal; inactive = no such curve, though single readings can be large or run the other way; note: potency is the fitted concentration of half-maximal effect; % of control where 0% means no effect
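Compounds were pin-transferred onto Tsg101 binding domain (10 uM final) in HEPES pH 7.5 buffer, then FITC-PTAP peptide was added at 50 nM final. After 20 min at RT, polarization reported peptide displacement across a qHTS concentration series.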
B2AR arrestin: recruits beta-arrestin to the human beta2-adrenergic receptor | 330,000 tested, 0.02% active | P07550 | AID 492947 | Potency, µM (series often up to 46.1 µM), without a hit: top-dose activation, most hits filed as activators | beta-arrestin recruitment to beta2AR, cell-based reporter;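 note: potency is the fitted concentration of half-maximal effect; 0% = DMSO controls and full agonism = EC100 isoproterenol or metaproterenol; nearly all actives have a fitted effect of over 65% in size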
S-ASM inh: blocks human secretory acid sphingomyelinase | P17405 | placental ASM, HMU-PC fluorogenic substrate, 60 min | Potency, µM (highest dose often 57.5 µM), inactives show at the top dose activity change, negative = inhibition, usual class: inhibitors | 340,000 tested, 0.006% active | AID 504937; note: potency is the fitted concentration of half-maximal effect
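qHTS format. ASM enzyme prepared from human placenta hydrolyses the fluorogenic substrate HMU-PC0 (9 uM final) over 60 min at 37 °C after a 10 min compound preincubation.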
BRCA1 expr act: increases BRCA1 expression; AID 624202; MCF7-BRCA1-FFLuc reporter, luminescence, 48 h; response scale: scaled: vehicle 0%, 10 µM genistein 100%; Potency, µM (top dose mostly 46.1 µM), inactives show at the top dose activation, hits mostly activators; 380,000 tested, 1.1% active; note: potency is the fitted concentration of half-maximal effect; nearly all actives have a fitted effect of over 80% in size; some results filed as inactive show a strong effect at the top dose
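MCF7-BRCA1-FFLuc, 2000 cells/well; 2 h attach, 37 °C/5% CO2; compound 48 h; luciferase substrate 15 min; luminescence end-point. Norm. to genistein 10 microM max activation and DMSO; concentration-response curves fitted.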
uPA generation: inhibitors of cell surface uPA generation. AID 540303. cell surface uPA generation assay, qHTS. Potency, µM (top dose mostly 38.3 µM), for inactives: at the highest dose activity change, negative = inhibition, hits mostly inhibitors. 330,000 tested, 0.31% active; active = well fitted inhibition curve with a large enough effect; inconclusive = small, poorly fitted or top-dose-only effect; inactive = no such curve, though single readings can be large or run the other way; tested in mouse RAW 264.7 cells; note: potency is the fitted concentration of half-maximal effect; % is set by controls: 0 for no effect and ±100 for the full control effect; nearly all actives have a fitted effect of over 55% in size
Eya2 phos inh: blocks the phosphatase activity of human Eya2; O00167; recombinant Eya2, OMFP fluorescence dephosphorylation (OMFP is methylfluorescein phosphate); Potency, µM (series often up to 76.9 µM), without a hit: at the highest dose activity, negative = inhibition, most hits filed as inhibitors; 330,000 tested, 0.006% active; AID 488837; note: potency is the fitted concentration of half-maximal effect; % is set by controls: 0 for no effect and ±100 for the full control effect
Target sequence (O00167 whole entry, looked up): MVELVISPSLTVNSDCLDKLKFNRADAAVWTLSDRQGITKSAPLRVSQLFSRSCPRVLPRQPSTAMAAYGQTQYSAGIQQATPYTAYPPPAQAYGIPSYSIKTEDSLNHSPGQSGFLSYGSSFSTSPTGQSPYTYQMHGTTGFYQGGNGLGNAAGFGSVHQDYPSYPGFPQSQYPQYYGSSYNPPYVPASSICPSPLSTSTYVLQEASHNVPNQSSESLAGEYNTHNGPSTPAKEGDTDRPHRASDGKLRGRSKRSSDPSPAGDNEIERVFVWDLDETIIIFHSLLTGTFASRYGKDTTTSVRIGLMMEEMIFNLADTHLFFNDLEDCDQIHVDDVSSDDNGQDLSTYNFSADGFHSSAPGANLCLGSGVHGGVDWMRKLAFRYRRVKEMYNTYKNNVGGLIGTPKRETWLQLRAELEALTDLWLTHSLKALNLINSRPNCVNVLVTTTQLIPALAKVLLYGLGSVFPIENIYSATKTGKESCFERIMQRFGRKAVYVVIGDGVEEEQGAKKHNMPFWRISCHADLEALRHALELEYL
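Eya2 protein (added as 0.2 uM solution) was preincubated with compound for 10 min at ambient temperature in 50 mM HEPES pH 7.5, 50 mM NaCl, 5 uM MgCl2, 0.05% BSA, 1 mM DTT. OMFP (added at 50 uM) then reacted 10 min; fluorescence read at 485/525 nm.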
TRPV1 ag: human TRPV1 agonism | TRPV1-expressing cells, Fluo-8 calcium influx, agonist mode | AID 540275 | activation, % at 8.33 µM | 320,000 tested, 0.19% active | Q8NER1; in the data active = activation above about 80%; inconclusive = between about 30% and that limit; note: 0% is about no effect
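TRPV1-expressing cells were cultured overnight at 35.5C and loaded with Fluo-8 calcium dye for 40 to 90 min at room temperature. After a 10 s baseline, compound was added and calcium influx was read kinetically for 3 min (ex 480/em 520 nm).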
p53 reactivation: re-activators of mutant p53; H1299 p53-A138V BP100-luciferase reporter, luminescence, 24 h; Potency, µM (highest dose often 92.2 µM), without a hit: at the top dose activity change, positive = activation, actives largely listed as activators; 320,000 tested, 0.063% active; AID 504706; note: potency is the fitted concentration of half-maximal effect; % of control where 0% means no effect; nearly all actives have a fitted effect of over 45% in size
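H1299 (p53-null), stable ts p53-A138V + BP100-Luc; 1000 cells/well, Opti-MEM/10% FBS; cpd 4 pt, 1:5; 24 h, 37 deg C, 5% CO2; detection reagent 10 min RT; luminescence.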
Integrin act MD: activators of alpha7 integrin expression for muscular dystrophy | 350,000 tested, 0.064% active | Potency, µM (doses to about 38.3 µM), inactives show at the highest dose activation, usual class: activators | alpha7betagal myoblasts, beta-gal FDG fluorescence, 48 h | AID 624291;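 note: potency is the fitted concentration of half-maximal effect; 100% = response of the positive control SU9516; nearly all actives have a fitted effect of over 60% in size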
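Alpha7betagal+/- myoblasts (passage 13) were plated 16-24 hr, then exposed to compounds (1:260 dilution of DMSO stock) for 48 hours at 37C. After MPER lysis, β-galactosidase reporter activity was read as FDG fluorescence (ex 480/em 540) after 30 minutes.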
USP2a block: inhibitors of human ubiquitin-specific protease USP2a | USP2 core, Ub-CHOP2 coupled fluorogenic reporter, 485/531 | Potency, µM (highest dose often 38.3 µM), for inactives: top-dose activity change, negative = inhibition, most hits filed as inhibitors | AID 463254 | 330,000 tested, 0.01% active;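 note: potency is the fitted concentration of half-maximal effect; plate controls were DMSO wells for no effect and full inhibition by NEM control for full effect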
Target sequence (O75604 whole entry, looked up): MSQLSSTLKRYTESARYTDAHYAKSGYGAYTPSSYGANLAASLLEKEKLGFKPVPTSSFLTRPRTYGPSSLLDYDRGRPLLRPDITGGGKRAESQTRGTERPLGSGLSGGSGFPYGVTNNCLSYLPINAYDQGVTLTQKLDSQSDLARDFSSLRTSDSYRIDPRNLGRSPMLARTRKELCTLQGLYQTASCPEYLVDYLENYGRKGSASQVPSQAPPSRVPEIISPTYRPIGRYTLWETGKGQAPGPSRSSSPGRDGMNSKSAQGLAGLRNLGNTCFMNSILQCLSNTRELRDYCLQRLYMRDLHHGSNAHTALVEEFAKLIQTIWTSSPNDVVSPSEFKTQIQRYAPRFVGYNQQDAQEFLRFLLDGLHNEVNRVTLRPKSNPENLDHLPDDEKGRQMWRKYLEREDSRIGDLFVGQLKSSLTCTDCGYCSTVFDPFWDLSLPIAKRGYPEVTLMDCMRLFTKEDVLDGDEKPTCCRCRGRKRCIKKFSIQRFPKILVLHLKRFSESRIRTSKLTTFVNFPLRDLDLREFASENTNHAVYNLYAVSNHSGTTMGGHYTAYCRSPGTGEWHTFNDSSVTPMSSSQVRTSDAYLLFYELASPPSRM
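USP2 core (10nM final) preincubated 30min RT with compound in 20mM Tris-HCl pH 8.0, 2mM CaCl2, 2mM beta-mercaptoethanol, 0.05% CHAPS; 25nM Ub-CHOP2 plus 25nM reporter substrate added, fluorescence (Ex485/Em531) read after 60min.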
* marks the source's active call; other numbers are inactive results; u = inconclusive; x = no result given; [ ] = dose if it differs, or a comment. Unless noted, calls come from the whole dose curve; as a rule, active = well fitted curve in the direction sought with a large enough effect; inconclusive = small, poorly fitted or top-dose-only effect, or another doubt; inactive = no such curve, though single readings can be large; an effect the other way counts as inactive or inconclusive.

SMILES	ELG1 genotox	TSG101-PTAP inh	B2AR arrestin	S-ASM inh	BRCA1 expr act	uPA generation	Eya2 phos inh	TRPV1 ag	p53 reactivation	Integrin act MD	USP2a block
CCn1c(CNC(=O)COc2c(C)cccc2C)nnc1SCC(=O)Nc1nccs1	-6%	-1%	-0.2%	3%	-27%	x	3%	-4	-5%	-50%[inhibitor]	0%
N#CCCn1cc(C(=O)Nc2ccc(C(=O)O)cc2)c(-c2ccc([N+](=O)[O-])cc2)n1	-2%	-1%	0.0%	-1%	-19%	-3%	-3%	-1	-5%	-5%	-1%
CCCCn1c(S(=O)(=O)O)nc2ccccc21	0%	-5%	-0.2%	-1%	2%	6%	15%	1	7%	2%	0%
O=C(COc1ccc2c(c1)OCO2)Nc1ccccc1C(F)(F)F	u	-1%	-0.1%	9%	10µM*	-1%	0%	14	u	16%	2%
Cc1c(Br)cc(C(=O)NC2CCCCC2)c(C)c1C	-3%	-3%	0.2%	5%	1%	x	0%	14	-2%	14%	2%
O=C1NC(Nc2ccccn2)(C(F)(F)F)C(=O)N1c1ccc(F)cc1 (stereo not given)	-3%	-3%	0.0%	-5%	2%	-3%	-3%	4	-6%	2%	-1%
CN(C)c1ccc(C2N(C(=O)N3CCOCC3)CCN2S(=O)(=O)c2ccccc2)cc1 (stereo not given)	1%	-8%	0.1%	0%	1%	x	17%	0	-5%	-19%	2%
COC(=O)c1n[nH]nc1-c1ccccc1	5%	-6%	0.4%	3%	-9%	1%	5%	-4	-9%	-16%	5%
CCCCCc1cc(=O)oc2c(C(CCN3CCCCC3)c3cc(OC)c(OC)c(OC)c3)c(OC)cc(OC)c12 (stereo not given)	0%	-4%	-0.5%	-8%	-16%	-13%	-20%	15	16%	-43%	u
N#Cc1ccccc1OCC(=O)N1CCN(S(=O)(=O)c2ccc(Cl)cc2)CC1	0%	-6%	-0.3%	-9%	-3%	-10%	7%	1	8%	u	4%
O=C(COc1ccc([N+](=O)[O-])cc1)NCc1cccnc1	2%	0%	0.1%	-1%	-27%	3%	0%	-1	-5%	-8%	-1%
Cc1ccc(NC(=O)CNCC(c2ccccc2)N(C)C)cc1F (stereo not given)	-3%	-5%	0.2%	3%	11%	12%	0%	1	-7%	u	5%
COC(=O)c1cc(C(=O)Nc2nnc(CC(C)C)s2)cc([N+](=O)[O-])c1	0%	0%	-0.4%	-11%	-22%	-3%	-3%	0	-1%	-17%	-1%
O=C(Nc1cccnc1)c1ccc(Cl)c(S(=O)(=O)N2CCCC2)c1	-9%	-5%	-0.4%	2%	-11%	6%	0%	27	-10%	42%	-1%
O=C(COc1ccc(Cl)cc1)NCCCNC(=O)c1ccncc1	1%	-2%	-0.1%	-2%	-7%	3%	14%	0	-3%	9%	-1%
CCN1C(=O)[C@H]2[C@@H](c3ccc(OC)cc3)N3C(=O)CN(Cc4ccccc4)C(=O)[C@@]3(C)[C@H]2C1=O	2%	0%	-0.9%	-1%	-9%	7%	20%	-1	x	-12%	1%
CC(=O)Nc1ccc(OCC(=O)c2cc(C)ccc2C)cc1	2%	-7%	0.0%	-2%	0%	-3%	-7%	7	-1%	10%	-1%
Cc1ccc(S(=O)(=O)NCCN=C(CN2CCOCC2)NS(=O)(=O)c2ccc(C)cc2)cc1	-1%	-3%	-0.3%	1%	4%	3%	8%	-1	0%	-9%	1%
Cc1ccc(-c2nc3c4ccccc4ccn3c2CN2CCCCC2)cc1	9%	-9%	0.0%	0%	-41%	-13%	-2%	30	u	-41%[inhibitor]	-1%
COc1ccc2cc(C3=CC(=O)CCC3)ccc2c1	x	-9%	x	269%[activator]	u	-3%	x	x	x	-3%	x
Cc1cc(NCc2ccccc2)n2ncc(-c3ccccc3)c2n1	4.1µM*	0%	0.3%	16%	u	-5%	-17%	0	u	10%	0%
Cc1ccc(NN2C(=O)C=C(c3ccccc3)C2=O)cc1	17%	-2%	-0.4%	0%	-34%	-13%	-6%	u	-10%	-25%	0%
Cn1c(SCc2cccc(C(F)(F)F)c2)nnc1-c1ccco1	2%	-9%	0.4%	3%	0%	0%	18%	4	1%	5%	2%
CCC(=O)c1cn(CC(=O)Nc2cccc(C)c2C)c2ccccc12	-3%	-11%	-0.1%	2%	-3%	-11%	-19%	-1	x	1%	2%
CS(=O)(=O)N1CCN(c2ncccn2)CC1	-4%	-5%	-0.1%	3%	3%	2%	9%	3	-1%	-29%	1%

Three entries already listed, sorted by their value in uPA generation, low to high.
SMILES	uPA generation
CC(=O)Nc1ccc(OCC(=O)c2cc(C)ccc2C)cc1	-3%
Cn1c(SCc2cccc(C(F)(F)F)c2)nnc1-c1ccco1	0%
Cc1ccc(S(=O)(=O)NCCN=C(CN2CCOCC2)NS(=O)(=O)c2ccc(C)cc2)cc1	3%

(cont.)
SMILES	ELG1 genotox	TSG101-PTAP inh	B2AR arrestin	S-ASM inh	BRCA1 expr act	uPA generation	Eya2 phos inh	TRPV1 ag	p53 reactivation	Integrin act MD	USP2a block
CC(C)CC1NC(=O)N(CC(=O)N2CCN(S(=O)(=O)c3ccc4ccccc4c3)CC2)C1=O (stereo not given)	-1%	-7%	-0.1%	0%	-19%	5%	-34%	0	3%	-13%	1%
Cc1nn(-c2ccc(F)cc2)c(Cl)c1C(=O)NCC1CCCO1 (stereo not given)	3%	-5%	0.9%	6%	6%	-11%	-5%	u	4%	9%	1%
CCCN1CNC(=S)N(Cc2ccccc2)C1	2%	-3%	2.4%	8%	1%	26%	-2%	-1	0%	3%	2%
CCn1c(SCC(=O)N/N=C/c2ccc(C)o2)nnc1-c1ccccc1	-12%	-8%	-0.1%	-4%	-10%	0%	6%	-2	9%	-10%	0%
NNC(=O)C(=O)NCCCN1CCOCC1	0%	-3%	0.1%	-2%	-6%	9%	-25%	1	1%	7%	9%
COc1ccc(-n2ccc(=O)c3c2CCCC3=O)cc1	-10%	0%	0.5%	1%	23%	-2%	-3%	0	-9%	-11%	3%
COc1ccccc1N1CCN(C(=O)c2cc(=O)c3cc(C)cc(C)c3o2)CC1	u	1%	-0.9%	2%	-23%	-2%	8%	0	13%	-29%	3%
CC(=O)c1ccc(NC2=C(N3CCOCC3)C(=O)c3ccccc3C2=O)cc1	-3%	-9%	-0.8%	-2%	-89%[inhibitor]	-29%	-12%	-1	2%	-35%	-1%
S=c1[nH]nc(C2CCCCC2)o1	0%	1%	-0.7%	1%	-4%	3%	3%	-2	-1%	7%	-2%
Cc1c(C(=O)Nc2c(C)n(C)n(-c3ccccc3)c2=O)oc2c(Cl)cccc12	3%	-2%	0.0%	x	-17%	-6%	1%	0	-22%	0%	0%
O=C(Cn1cc(F)c(=O)[nH]c1=O)NCCO	1%	-3%	-0.1%	-1%	-3%	-1%	-8%	-1	2%	-23%	0%
O=C(Nc1cccc([N+](=O)[O-])c1)C1CC(=O)N(Cc2ccccc2)C1 (stereo not given)	0%	1%	-0.5%	-2%	-1%	8%	6%	19	2%	11%	0%
C/C=C\C=C\C(=O)N1CC2(CC(c3cccc(NC(=O)CC)c3)=NO2)C[C@H]1C(N)=O (stereo not given in full)	4%	-10%	-0.6%	1%	-8%	9%	-16%	-2	-2%	-2%	-9%
CC(=O)Nc1cccc(OCC(=O)/C=C2\N(C)c3ccccc3C2(C)C)c1	-17%	-4%	-0.1%	81%[activator]	-40%	x	3%	19	0%	0%	0%
CCC(=O)c1ccc(N2CCN(C(=O)c3cccc(F)c3)CC2)c(F)c1	0%	-1%	-0.1%	-7%	9%	3%	1%	1	2%	-4%	4%
Cc1cc[n+](CC(=O)Nc2cc(C(F)(F)F)ccc2Cl)cc1	0%	3%	0.2%	-3%	-2%	1%	-4%	2	-4%	1%	1%
CCCC1(c2ccccc2)NC(=O)N(CC(=O)NCc2ccc(C)cc2)C1=O (stereo not given)	-1%	-4%	-0.4%	0%	2%	5%	11%	1	-5%	-2%	0%
CCOc1cccc(NC(=O)C2CC(=O)N(c3ccc(F)cc3)C2)c1 (stereo not given)	2%	-5%	0.2%	0%	-1%	6%	-4%	16	-11%	-2%	-2%
Cc1ccsc1CNC(=O)c1c(-c2ccccc2)noc1C	-4%	-5%	0.8%	4%	3%	-1%	-3%	4	-4%	8%	3%
Cc1cc(Cl)ccc1OC(C)C(=O)NC(C)C1CCCO1 (stereo not given)	-7%	-9%	0.1%	0%	4%	4%	-11%	-1	-42%[inhibitor]	38%	-4%
COc1ccc(CN2CCc3ccc(NC(=O)c4ccncc4)cc3C2)c(F)c1	-11%	2%	-0.8%	1%	-14%	3%	2%	u	-18%	-14%	3%
